# Assay outcomes (PubChem BioAssay)
# LGR2 inh – inhibitors of bursicon-induced LGR2 CRE-luciferase signal, primary screen, cell-based, HEK293, CRE-luciferase reporter, bursicon stimulation; Drosophila bursicon receptor LGR2 (rickets); bursicon-stimulated, 4 h; inhibition, % at 9.99 µM; 380,000 compounds, 0.35% hits; AID 720647, 2013;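 active = drop in luminescence signal, shown as inhibition above about 50% in the replicate tests, limit read from the data, passing the limit was not always enough; inconclusive = probably only some replicates passing the limit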;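 note: agonist challenge used bursicon conditioned medium at about half maximal strength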
# ERAP1 inh – human ERAP1 aminopeptidase inhibitors, primary screen, biochemical, single point, plate reader. Endoplasmic reticulum aminopeptidase 1 (Homo sapiens), Q9NZ08. recombinant ERAP1, Leu-AMC fluorescence, 60 min. inhibition, % at 10.7 µM. 340,000 compounds, 0.15% hits;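 active = mean replicate inhibition of at least 30%, or all replicates individually reaching that 30% level; inactive = mean below 30% and not every replicate reaching it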;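 note: 0% = neutral control wells and 100% = L-leucinethiol positive control wells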
# PGC1a acetyl inh – inhibitors of PGC1a acetylation signal, primary screen, cell-based, U2OS, AlphaScreen, inhibitor mode | AlphaScreen anti-acetyl-lysine; with virally co-expressed GCN5 acetyltransferase | inhibition, % at 15.6 µM | 350,000 compounds, 0.17% hits | AID 651687, 2012;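 active = every replicate shows inhibition of at least 40%; inconclusive = mean inhibition at least 40% but some replicate below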;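 note: 0% = neutral control wells and 100% = positive control wells; some results beyond the cut were filed as inactive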
# Statin myotox sup – suppressors of statin myotoxicity in C2C12 myotubes, primary screen, cell-based, single point, plate reader. C2C12 myotubes + simvastatin, ATP luminescence, 48 h; scaled: DMSO 0, geranylgeraniol control 100. rescue of ATP level, % at 7.49 µM. 330,000 compounds, 0.78% hits. AID 602340, 2012;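 active = mean ATP rescue above about 67%, or every replicate alone reaching that limit, limit read from the data, passing the limit was not always enough; inconclusive = no clear call, values can overlap the other calls; inactive = mean under the limit and some replicate under it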;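 note: myotubes were challenged with 10 µM simvastatin during compound exposure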
# SIRT5 block – SIRT5 desuccinylase inhibitors, primary screen, biochemical, fluorescence imaging, single point, set 5. AID 652115, 2013. Purified SirT5, succinyl-peptide AMC, trypsin-coupled fluorescence. inhibition, % at 15 µM. 330,000 compounds, 1.1% hits; in the data active = inhibition above about 15%; inconclusive = no clear call, values can overlap the other calls
# Target sequence (Q9NXA8 whole entry, looked up): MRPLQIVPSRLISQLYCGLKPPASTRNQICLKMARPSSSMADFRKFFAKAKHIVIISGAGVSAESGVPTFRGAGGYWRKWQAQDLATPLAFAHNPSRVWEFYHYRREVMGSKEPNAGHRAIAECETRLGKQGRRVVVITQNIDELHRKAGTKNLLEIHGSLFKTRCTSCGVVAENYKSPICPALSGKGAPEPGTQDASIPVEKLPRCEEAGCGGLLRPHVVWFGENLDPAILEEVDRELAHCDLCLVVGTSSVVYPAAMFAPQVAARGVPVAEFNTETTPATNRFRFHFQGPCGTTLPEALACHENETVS
# Cneo AK release – Cryptococcus neoformans cell lysis inducers, primary screen, AK release luminescence, single concentration; C. neoformans lysis, adenylate kinase release luminescence, 4 h; normalised: neutral wells 0, clomiphene wells 100; 360,000 compounds, 0.2% hits; AID 651654, 2012; lysis activity, % at 15 µM;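 active = mean lysis activity across replicates of at least 80%, whatever share of replicates individually reach that level; inactive = mean lysis activity below 80%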
#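 Signal: Adenylate kinase release luminescence | Assay system: Log-phase Cryptococcus neoformans yeast cells | Input: Cells at 5 × 10^6 per mL | Buffer or medium: Fresh YPD growth medium | Compound: Single dose | Schedule: Static 4 h at 37 °C with compound, 1 h detection | Controls: Clomiphene | Read-out: Luminescence rise reflecting yeast cell lysis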
# S100A4 MyoIIA – inhibitors of S100A4-myosin IIA peptide binding, primary screen, biochemical, fluorescence polarization, TAMRA-MyoIIA peptide; AID 652163, 2013; inhibition, % at 10.7 µM; 360,000 compounds, 0.14% hits;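 active = mean inhibition of at least 70% across replicates, with every replicate also reaching that level; inconclusive = mean inhibition reaches 70% but some replicates fall short; inactive = mean inhibition below 70%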
# Target sequence (P26447 whole entry, looked up): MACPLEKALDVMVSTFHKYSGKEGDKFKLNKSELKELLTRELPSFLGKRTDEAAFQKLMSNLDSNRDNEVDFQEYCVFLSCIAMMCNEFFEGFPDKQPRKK
#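 Test system: S100A4 monomer protein. Medium: HEPES buffer with Ca2+, pH 7.2. Reagent: fluorescent myosin IIA peptide, 5 nM. Compound dosing: single-point compound testing. Timing: 5 min between mix addition and reading. Benchmarks: DMSO neutral and TFP positive wells.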
# Xi reactivation – activators of inactive X chromosome reactivation, primary screen, imaging, XiGFP fibroblasts, GFP high-content imaging, set 2; activation, % at 7.58 µM; AID 743238, 2013; 360,000 compounds, 0.055% hits; XiGFP mouse fibroblasts, % GFP-positive cells imaging, 3 d; cells co-treated with 5-aza-dC sensitizer; scaled so ellipticine positive control = 100%;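 active = mean normalized replicate activation at least 10% and every replicate at or above 10%; inconclusive = only one of the two criteria met; inactive = mean below 10% and not all replicates reach 10%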;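 note: 0% = median of on-plate neutral control wells and 100% = ellipticine 6 µM median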
#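 System: XiGFP fibroblasts, SV40-immortalized. Medium: DMEM plus 5-aza-dC sensitizer. Doses: single point. Timing: 3 d treatment, 15 min room-temperature fixation. Control set: ellipticine 6 µM.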
# An asterisk follows results filed as active; ? = inconclusive; / = not tested or not shown.
# Under each structure – LGR2 inh, ERAP1 inh, PGC1a acetyl inh, Statin myotox sup, SIRT5 block, Cneo AK release, S100A4 MyoIIA, Xi reactivation
- CCCN(C(=O)C(C)Oc1cccc(Cl)c1)c1c(N)n(Cc2ccccc2)c(=O)[nH]c1=O (stereo not drawn)
→ -12, 0, /, -1, 1, 0, 1, -0.1
- Cc1cc2c(cc1C)N(Cc1ccccc1)C1=NCCCN12
→ 25, -1, /, -20, -2, /, -4, 0.0
- CN(C)c1cccc2c(S(=O)(=O)NCC3CCN(C(=O)C(=O)c4cc5ccccc5o4)CC3)cccc12
→ 11, -1, /, /, /, /, 0, 0.0
- Cc1ccc(S(=O)(=O)Nc2ccc3c(c2)C(=O)N([C@@H](C)CO)C[C@H](C)[C@H](CN(C)S(=O)(=O)c2ccc(C)cc2)OCCCC[C@H](C)O3)cc1
→ -6, -4, -45, /, -1, -4, 1, 0.2
- O=[N+]([O-])c1cccc(NC2=NCCC2)c1
→ 8, 15, /, /, -3, /, -22, 0.1
- CCc1nc2ccccc2n(CCOCCn2c(=O)c(CC)nc3ccccc32)c1=O
→ -7, 0, -7, -11, 2, -1, -1, /
- C=CCOC(=O)[C@@H]1[C@H]2C(=O)O[C@H](c3ccccc3)[C@H](c3ccccc3)N2[C@H](c2ccc(OCCOC(=O)[C@H]3C[C@H]4C(=O)N5CCC[C@H]5C(=O)N4[C@H]3c3ccc(O)cc3)cc2)[C@@]12C(=O)Nc1ccccc12
→ /, 1, 3, /, 8, -4, 5, /
- COc1ccc(SC[C@H](CC(C)C)N2CCN(C)CCC2=O)cc1
→ -36, 2, -6, 5, -3, -2, -3, 0.0
- O=C(CCCCCn1nnc2ccccc2c1=O)N[C@H](C(=O)O)c1ccccc1
→ 5, -2, -10, /, -8, /, 19, 0.0
- COc1cc(/C=C/C(=O)OCC(=O)Nc2ccc(C)cc2[N+](=O)[O-])ccc1O
→ -4, 16, /, /, -2, /, -9, 0.0
- C[C@@H](NC(=O)C[C@H]1C[C@@H]2c3cc(NC(=O)CC4CC4)ccc3O[C@@H]2[C@@H](CO)O1)c1ccccc1
→ -14, -1, -6, 0, -6, 5, -5, 0.2
- O=C(Cc1cccnc1)N1CC(=O)N2[C@H](CO)[C@@H](c3ccc(C#CC4CCCC4)cc3)[C@H]2C1
→ -29, 0, -1, /, 4, /, -1, -0.1
- COc1ccc(OC)c(C2Nc3nc4ccccc4n3C(C)=C2C(=O)Nc2ccc(C)cc2C)c1 (stereo not drawn)
→ 3, /, -19, 11, /, -2, /, /
- CCCN(C)C[C@@H]1OCCCC[C@@H](C)Oc2ccc(NS(=O)(=O)c3cn(C)cn3)cc2C(=O)N([C@H](C)CO)C[C@@H]1C
→ 12, -5, 5, -32, 1, 36, -3, -0.1
- O=C1CC(N2CCN(c3ccc(Cl)cc3)CC2)C(=O)N1c1ccc(F)cc1 (stereo not drawn)
→ 1, 1, /, 1, 3, 0, -5, 0.1
- CCN(C(=O)Cn1c(=O)oc2cc(S(=O)(=O)N3CCOCC3)ccc21)c1ccccc1
→ -4, /, 14, /, -2, /, 0, -0.2
- O=C(COc1nncc2ccccc12)NCC(F)(F)F
→ 27, -1, /, /, -3, /, 0, 0.2
- CC1=C(C(=O)N(C)C)CC(CC(=O)NCCN2CCOCC2)C(=O)N1Cc1ccccc1 (stereo not drawn)
→ -14, 2, -19, -3, -5, 1, -1, 0.3
- CN(C)c1ccc(S(=O)(=O)N2CCCCC2)cc1NC(=O)CCNC(=O)c1ccc(Cl)cc1
→ 0, 0, 3, -2, -1, -1, -7, 0.0
- Cc1cccn2c(=O)c3cc(C(=O)NCc4ccco4)c(=N)n(C4CCCC4)c3nc12
→ 2, -76, -2, -36, -12, -1, -27, 0.0

# Continuation:
# Under each structure – LGR2 inh, ERAP1 inh, PGC1a acetyl inh, Statin myotox sup, SIRT5 block, Cneo AK release, S100A4 MyoIIA, Xi reactivation
- CN(C(=O)COC(=O)c1ccc(C#N)cc1)c1ccccc1
→ 3, -2, -1, -1, 2, 5, -20, 0.0
- Cc1cc(NC(=O)CCSc2nc(-c3ccco3)cc(C(F)(F)F)n2)n(-c2ccccc2)n1
→ 0, -1, /, 4, -2, 6, 10, /
- C[C@H](CO)N1C[C@H](C)[C@H](CN(C)C(=O)c2cnccn2)Oc2cc(Br)ccc2S1(=O)=O
→ -25, 2, -14, 1, -4, -1, 18, -0.8
- C[C@@H](NC(=O)C[C@@H]1CC[C@H](NC(=O)c2cccnc2)[C@H](CO)O1)c1ccccc1
→ 5, -1, 3, -1, 5, -3, -2, 0.1
- COc1ccc(S(=O)(=O)Nc2ccc3c(c2)C(=O)N([C@@H](C)CO)C[C@H](C)[C@H](CN(C)S(=O)(=O)c2cn(C)cn2)OCCCC[C@@H](C)O3)cc1
→ 8, 1, 2, /, -7, -3, ?, -0.8
- NC(=O)CN1C(=O)C(=O)N(Cc2ccc(F)cc2)C1=O
→ 23, 4, 0, -3, -5, 1, -1, -0.1
- CCc1ccc(C(=O)NC(=S)NCc2cccnc2)cc1
→ -9, 4, /, /, -3, 87*, 8, 0.2
- O=C(O)c1cc(Cl)c(Cl)cc1C(=O)Nc1cccc2ncccc12
→ -7, 3, 3, /, -7, /, -2, 0.0
- CCOC(=O)c1sc(NC(=O)CCc2ccccc2)nc1C
→ -1, -1, -9, -30, 2, 8, -1, 0.1
- CCOCCOC(=O)c1[nH]c2c(c1C)C(=O)CC(c1ccc(OC)c(OC)c1)C2 (stereo not drawn)
→ 5, 6, -4, -8, 0, -1, -5, -0.1
- COc1ccc(-c2cnc3c(c2)CCC3(C#N)C#N)cc1
→ /, 1, 3, -46, -8, 1, 5, 0.0
- CCNC(=O)[C@@H]1[C@@H](CO)[C@@H]2Cn3c(ccc(C4=CCCC4)c3=O)[C@H]1N2S(=O)(=O)c1cn(C)cn1
→ -4, 0, -8, /, -36, /, -23, 0.2
- FC(F)(F)c1nc(Oc2ccccc2)c2ccccc2n1
→ -2, /, -3, 1, /, 1, /, /
- Cc1nc(CS(=O)c2ccc(Cl)cc2)cc(NCc2ccc(Cl)cc2Cl)n1 (stereo not drawn)
→ 15, /, -10, 13, /, -3, /, /
- CCN1CCN(C(=O)NCc2ccccc2)CC1
→ 17, /, -2, 4, -1, 2, -1, -0.2
- O=C(NCc1ccc(F)cc1)c1ccc(S(=O)(=O)N2CCCCC2)cc1
→ 4, -8, 8, 10, -5, 0, -3, 0.0
- CC(C)(C)N(Cc1ccccc1)C(=O)COC(=O)C1CCCCC1
→ 0, -2, 6, 5, 4, -3, 19, 0.1
- Cc1nc(C)c(-c2ccc(SCC(=O)Nc3cccc(Cl)c3C)nn2)s1
→ -40, -2, /, 10, -1, 1, -8, 0.0
- CC1(C)CC(=O)C(C(=O)c2ccccc2)C(=O)C1
→ -10, 2, /, 8, -1, -1, -2, -0.1
- O=C(O)c1ccccc1C(=O)NCc1ccccc1
→ -6, /, -3, 11, /, -2, /, /

# Other structures
# Under each structure – LGR2 inh, ERAP1 inh, PGC1a acetyl inh, Statin myotox sup, SIRT5 block, Cneo AK release, S100A4 MyoIIA, Xi reactivation
- C[C@H]1CN([C@@H](C)CO)C(=O)c2cccc(NC(=O)c3cnccn3)c2O[C@H]1CN(C)C(=O)Nc1ccc(F)cc1
→ 18, -2, 1, 4, 2, -4, -9, 0.1
- O=C(CCC1CCCC1)NNC(=O)COc1ccc(Br)cc1
→ -23, 6, 1, -6, 0, -3, -4, 0.1
- C[C@H]1CN([C@@H](C)CO)C(=O)c2cc(C3=CCCCC3)cnc2O[C@@H]1CN(C)C(=O)Cc1cccnc1
→ 16, 1, -2, 4, 1, 0, 7, -1.4
- C[C@@H]1CCCCO[C@H](CN(C)S(C)(=O)=O)[C@@H](C)CN([C@@H](C)CO)C(=O)c2cc(NS(=O)(=O)c3ccccc3)ccc2O1
→ -23, 1, -3, -13, -3, -4, -2, 0.1
- CCCc1nn(C)c2c(=O)[nH]c(-c3cc(S(=O)(=O)Nc4ccc(NC(C)=O)cc4)ccc3OCC)nc12
→ -6, -4, -16, -19, -2, 1, 1, 0.1
- Clc1ccc(CN2CCc3c([nH]c4ccccc34)C2)cc1Cl
→ 20, -6, /, -1, 0, -2, 1, 1.2
- CSc1nc(O)c(C(c2ccc(O)cc2)c2c(O)nc(SC)[nH]c2=O)c(=O)[nH]1
→ 0, 5, -8, 0, 0, 0, -13, 0.3
- C[C@@H]1CN([C@@H](C)CO)C(=O)c2cc(NS(=O)(=O)c3cn(C)cn3)ccc2O[C@H]1CN(C)C
→ -2, 1, 4, 15, 0, 1, 48, -0.4
- CCNc1nc(NCC)nc(C(=O)OCCO)n1
→ 1, 0, 1, 1, 1, 0, 6, 0.0
- CC1(C(=O)NS(=O)(=O)C2CC2)CCCN(C(=O)COCc2ccccc2)C1 (stereo not drawn)
→ 3, -6, 5, 4, /, 0, -4, 0.1
- CN(C)c1ncnc2c1ncn2C1CCCO1 (stereo not drawn)
→ -15, 4, 3, -8, -7, 2, -7, 0.1
- Cc1ccc(S(=O)(=O)N(C)C[C@H]2Oc3c(NC(=O)c4ccc(-c5nccs5)cc4)cccc3C(=O)N([C@H](C)CO)C[C@H]2C)cc1
→ -1, 0, 1, -12, 1, 0, 8, 1.4

# These rows are one share of the data (hit frequency here may not be typical).
